# Bioassay records (PubChem)
# Statin myotox sup – suppressors of statin myotoxicity in C2C12 myotubes, primary screen, cell-based, single point, plate reader. rescue of ATP level, % at 7.49 µM. AID 602340, 2012. C2C12 myotubes + simvastatin, ATP luminescence, 48 h; scaled: DMSO 0, geranylgeraniol control 100. actives 0.78% (n = 330,000);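 active = mean ATP rescue above about 67%, or every replicate alone reaching that limit, limit read from the data, passing the limit was not always enough; inconclusive = no clear call, values can overlap the other calls; inactive = mean under the limit and some replicate under it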;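 also: myotubes were challenged with 10 µM simvastatin during compound exposure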
# esBAF inh – Bmi1 luciferase reporter increase in mESCs, primary screen, esBAF inhibitor project, mouse ES cells, Bmi1 luciferase knock-in, single point. 24 h; 100% = twice the neutral-well signal. reporter increase, % at 12.5 µM. actives 2% (n = 350,000). AID 602393, 2012; in the data active = activation above about 40%; inconclusive = no clear call, values can overlap the other calls;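 also: 0% = median of the plate's neutral control wells and 100% = double that signal; a rise in the Bmi1 reporter signal indicates esBAF inhibition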
# FN deposition inh – inhibitors of fibronectin matrix deposition, primary screen, AH1F cells, Alexa488-fibronectin fluorescence, plate reader. actives 0.086% (n = 350,000). inhibition, % at 12.6 µM. AH1F fibroblasts, overnight;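 active = mean inhibition across replicates of 30% or more, regardless of how many single replicates reach that level; inconclusive = mean under 30% yet at least half of replicates reach 30%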;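 also: positive control wells lacked labelled fibronectin entirely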
#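 Assay system: AH1F fibroblast monolayer, labelled fibronectin deposition. Amount: 10000 cells per well. Also added: labelled fibronectin 24 nM. Compound: single-point pinned compound. Incubation: cell attachment 1 h, compound and FN exposure overnight. Detection: fluorescence after three HBSS washes, excitation 485 nm, emission 525 nm. Read-out: inhibition of fibronectin deposition signal.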
# S100A4 inh HTS – inhibitors of S100A4-myosin IIA peptide binding, primary screen, biochemical, fluorescence polarization, TAMRA-MyoIIA peptide; actives 0.14% (n = 360,000); AID 652163, 2013; inhibition, % at 10.7 µM; Protein S100-A4 (Homo sapiens), P26447;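 active = mean inhibition of at least 70% across replicates, with every replicate also reaching that level; inconclusive = mean inhibition reaches 70% but some replicates fall short; inactive = mean inhibition below 70%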
# Target sequence (P26447 whole entry, looked up): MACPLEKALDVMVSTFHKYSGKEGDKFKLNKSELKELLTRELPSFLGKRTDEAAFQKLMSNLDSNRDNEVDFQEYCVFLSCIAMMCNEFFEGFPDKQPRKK
#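 Test system: S100A4 monomer protein. Medium: HEPES buffer with Ca2+, pH 7.2. Reagent: fluorescent myosin IIA peptide, 5 nM. Compound dosing: single-point compound testing. Timing: 5 min between mix addition and reading. Benchmarks: DMSO neutral and TFP positive wells.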
# Casp6 inh – human caspase-6 inhibitors, primary screen, biochemical, VEID-R110 fluorescence, single point, set 2; P55212; purified caspase-6, Z-VEID-R110 cleavage fluorescence; actives 0.53% (n = 350,000); AID 686996, 2013; inhibition, % at 12.5 µM;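 active = mean inhibition across replicates at least about 35%, with every replicate also reaching that limit, limit read from the data; inconclusive = only one of the two criteria met; inactive = neither criterion met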;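 also: 0% = median of neutral control wells and 100% = no fluorescence left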
# Target sequence (P55212 24-179 limits assumed): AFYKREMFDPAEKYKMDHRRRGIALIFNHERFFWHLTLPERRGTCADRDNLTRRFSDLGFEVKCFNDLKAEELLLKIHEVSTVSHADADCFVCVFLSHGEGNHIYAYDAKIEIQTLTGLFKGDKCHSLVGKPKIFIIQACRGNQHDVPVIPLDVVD
# Target sequence (P55212 194-293 limits assumed): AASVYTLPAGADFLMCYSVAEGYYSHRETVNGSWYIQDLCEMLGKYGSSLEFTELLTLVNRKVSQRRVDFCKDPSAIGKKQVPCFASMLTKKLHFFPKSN
# LGR2 antag – inhibitors of bursicon-induced LGR2 CRE-luciferase signal, primary screen, cell-based, HEK293, CRE-luciferase reporter, bursicon stimulation. AID 720647, 2013. actives 0.35% (n = 380,000). Drosophila bursicon receptor LGR2 (rickets). bursicon-stimulated, 4 h. inhibition, % at 9.99 µM;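 active = drop in luminescence signal, shown as inhibition above about 50% in the replicate tests, limit read from the data, passing the limit was not always enough; inconclusive = probably only some replicates passing the limit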;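 also: agonist challenge used bursicon conditioned medium at about half maximal strength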
# SIRT5 inh – SIRT5 desuccinylase inhibitors, primary screen, biochemical, fluorescence imaging, single point, set 5; actives 1.1% (n = 330,000); inhibition, % at 15 µM; NAD-dependent protein deacylase sirtuin-5, mitochondrial (Homo sapiens), Q9NXA8; AID 652115, 2013; Purified SirT5, succinyl-peptide AMC, trypsin-coupled fluorescence; in the data active = inhibition above about 15%; inconclusive = no clear call, values can overlap the other calls
# Target sequence (Q9NXA8 whole entry, looked up): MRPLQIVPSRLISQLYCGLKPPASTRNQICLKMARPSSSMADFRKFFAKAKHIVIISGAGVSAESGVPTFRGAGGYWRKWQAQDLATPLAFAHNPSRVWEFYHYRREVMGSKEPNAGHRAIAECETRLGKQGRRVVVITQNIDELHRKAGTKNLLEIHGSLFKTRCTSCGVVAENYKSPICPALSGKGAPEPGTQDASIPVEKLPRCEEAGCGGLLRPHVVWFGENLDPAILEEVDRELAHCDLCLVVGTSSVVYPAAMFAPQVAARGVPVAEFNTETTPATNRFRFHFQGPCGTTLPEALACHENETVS
# Active calls of the source: *; ? = inconclusive; . = not tested or not shown.
SMILES,Statin myotox sup,esBAF inh,FN deposition inh,S100A4 inh HTS,Casp6 inh,LGR2 antag,SIRT5 inh
CCN1CCN(c2ccc(S(=O)(=O)N3CCCCC3)cc2NC(=O)c2cccc(OC(F)F)c2)CC1,-10,0,9,-4,-1,-15,6
O=C(N/N=C/c1c[nH]c2ccccc12)c1sc2ccccc2c1Cl,-10,60*,.,.,.,-71,.
CCC/C(=C1/c2ccccc2C(=O)N1c1ccccc1)c1ccc2c(c1)OCO2,21,-7,-2,-4,-3,-1,.
CCOC(=O)c1c(N)sc(N)c1C(=O)OCC,.,.,3,2,2,.,-3
COc1ccc([C@@H]2C[C@H]3[C@@H](CN2S(=O)(=O)c2ccccc2)C(=O)C[C@@H](c2ccccc2F)N3S(=O)(=O)c2ccc(C)cc2)cc1,-5,-3,.,-3,0,-2,-1
COc1cccc(NC(=O)C[C@@H]2CC[C@H]3[C@@H](COc4ccc(NC(=O)C5CCOCC5)cc4C(=O)N3C)O2)c1,20,7,-7,.,.,-1,.
CCCC(=O)Nc1ccc2c(c1)C(=O)N(C)[C@@H]1CC[C@H](CC(=O)NCCc3ccncc3)O[C@H]1CO2,-6,-3,12,-7,2,0,-3
NC(=S)N=Nc1c(O)n(CCCl)c2ccccc12,.,.,-2,0,-2,-17,19*
COc1ccc(NC(=O)N2CC(=O)N3[C@H](C2)[C@H](c2ccc(-c4ccccc4)cc2)[C@@H]3CO)cc1,.,.,.,8,-2,-10,-1
CN1CCCN(C(=O)CNC(=O)c2ccccc2Br)CC1,0,-12,-4,-3,-13,-5,0
CN(Cc1cccc(Cl)c1Cl)C(=O)c1ccccc1SCC(=O)N1CCCC1,44,0,0,-5,9,-18,-1
CN(C)C(=O)c1ccc(-c2ccccc2[C@H]2[C@@H](C#N)N(C(=O)C3CCC3)[C@H]2CO)cc1,.,.,-4,-9,0,1,-3
CCOc1ccccc1C(=O)Nc1cccc2cccnc12,-16,0,-8,-7,0,-17,-5
COc1ccc(C2=Nc3ccccc3N(C(=O)c3ccc4c(c3)OCO4)C2C(=O)NCc2ccccc2)cc1 (stereo not drawn),.,.,25,1,-1,5,.
Cn1cc(CC(=O)NC2CCCCC2)c2ccccc21,3,7,6,5,9,17,1
c1ccc2c(c1)nc1n2C2(N3CCOCC3)CCCC2C1N1CCOCC1 (stereo not drawn),-6,1,0,.,.,.,.
Cc1ccccc1S(=O)(=O)N1C[C@@H](O)COC[C@@H]2O[C@@H](CC(=O)N3CCN(C)CC3)CC[C@H]21,2,-2,1,-3,2,-6,4
CCc1cc2c(-c3ccccc3)cc(=O)oc2cc1OC(C)C(C)=O (stereo not drawn),5,10,-1,2,-1,-5,-7
CC(C)NCC(O)c1ccc(NS(C)(=O)=O)cc1 (stereo not drawn),3,-3,3,-2,-1,-2,1
Cc1ccccc1Cn1cnc2c(NS(C)(=O)=O)c(C)c(C)cc21,-8,-7,1,.,.,.,.
CCS(=O)(=O)Nc1ccc2c(c1)C(=O)N(C)[C@H]1CC[C@H](CC(=O)OC)O[C@H]1CO2,-4,3,-2,-7,-2,-2,-3
OC[C@@H]1[C@H](c2ccc(Br)cc2)[C@H]2CN(Cc3cncnc3)CCCCN12,7,-2,.,-8,1,-1,-2
c1ccc(-c2nnc(CN3CCCCC3)o2)cc1,.,.,3,-2,-1,6,-2
CNc1cncc(-c2cccc(O)c2)n1,2,13,3,-3,-2,11,.
CC(=O)N1CCN(C(=O)c2c(-c3ccccc3)noc2C)CC1,-6,-1,-16,0,26,3,-1

# Three entries out of the list above, arranged by the value under esBAF inh, highest first:
SMILES | esBAF inh | S100A4 inh HTS | Casp6 inh | LGR2 antag | SIRT5 inh
Cn1cc(CC(=O)NC2CCCCC2)c2ccccc21 | 7 | 5 | 9 | 17 | 1
COc1ccc([C@@H]2C[C@H]3[C@@H](CN2S(=O)(=O)c2ccccc2)C(=O)C[C@@H](c2ccccc2F)N3S(=O)(=O)c2ccc(C)cc2)cc1 | -3 | -3 | 0 | -2 | -1
Cc1ccccc1Cn1cnc2c(NS(C)(=O)=O)c(C)c(C)cc21 | -7 | . | . | . | .

# Next section
SMILES,Statin myotox sup,esBAF inh,FN deposition inh,S100A4 inh HTS,Casp6 inh,LGR2 antag,SIRT5 inh
CCN1C(=O)[C@H]2[C@@H](c3ccc(OC)cc3)N[C@]3(CCCN(Cc4ccc(C)cc4)C3=O)[C@H]2C1=O,-4,5,-2,-6,10,6,-2
COc1ccc(/C=C/C(=O)Nc2nc(C)c(C(=O)N(C)C)s2)cc1,-16,-2,14,.,.,-8,.
Cc1nc(S(=O)(=O)c2ccc(Cl)cc2)c(NCc2ccccc2)o1,20,-2,-6,.,.,.,.
CC1CN(C(=O)c2ccc(N3CCCCC3)c([N+](=O)[O-])c2)CC(C)O1 (stereo not drawn),-3,0,.,.,.,-10,.
CO[C@H]1CN(C)C(=O)c2ccc(NC(=O)C3CC3)cc2OC[C@H](C)N(Cc2cncnc2)C[C@@H]1C,-20,1,-3,.,.,7,.
COc1ccc(-c2nnc(SC(C)C(=O)NCc3ccc4c(c3)OCO4)n2Cc2ccco2)cc1 (stereo not drawn),-4,-9,.,-5,3,1,1
COc1ccc(NC(=O)c2ccc(NCCN3C(=O)CCC3=O)c([N+](=O)[O-])c2)cc1,.,.,-6,0,0,-10,2
O=C(C[C@H]1C/C=C/CC[C@@H](Cc2ccc(F)cc2)C(=O)OC[C@H](c2ccccc2)NC1=O)NCCO,10,-4,4,2,0,-10,1
Cc1ccc(S(=O)(=O)N[C@H]2C=C[C@H](CC(=O)NCCc3ccncc3)O[C@H]2CO)cc1,2,1,.,-4,-1,1,6
Cc1nnc(SCC(=O)N2CCC(C(=O)Nc3nccs3)CC2)n1Cc1ccccc1,4,-9,-13,.,.,.,.
COc1ccc2ccccc2c1CNc1nnnn1C,.,.,9,-7,0,17,-2
CCOC(=O)N1CCN(C(=O)Cn2ncc3c2-c2ccccc2OC3)CC1,1,4,-3,3,0,-26,-9
CCCn1c(C)cc(C(=O)CN2C(=O)c3ccccc3C2=O)c1C,.,.,10,-4,-2,-19,-7
CCOC(=O)C1CCCCN1S(=O)(=O)c1cc2c(cc1C)NC(=O)CO2 (stereo not drawn),-3,9,-2,1,0,6,0
CC1CCN(CCC(=O)Nc2ccc(F)c(F)c2)CC1,-3,3,-5,-4,-2,1,-16
S=C(Nc1ccccc1)Nc1ccc2ccccc2c1,-17,78*,.,-5,-3,-169,-7
CCCCN(C)c1c(C)nc2ccc(C(=O)NCCCn3ccnc3)cn12,-21,-7,-1,-2,-12,0,-1
O=C(Nc1cccc2oc(=O)ccc12)c1ccc([N+](=O)[O-])cc1[N+](=O)[O-],.,.,4,-19,3,20,-3
CCn1c(C)cc(/C=C2/NC(=O)N(c3ccccc3)C2=O)c1C,.,.,4,-1,2,1,-5
C[C@@H]1CN([C@@H](C)CO)C(=O)c2cc(NC(=O)Cc3ccccc3)ccc2O[C@H]1CN(C)S(=O)(=O)c1ccc(F)cc1,-31,2,4,3,2,-11,-2
O=C(C[C@H]1CC[C@@H](NC(=O)c2ccccc2)[C@@H](CO)O1)NCc1ccncn1,4,-4,1,0,-4,-6,-1
CN(C(=O)COC(=O)c1cc(=O)[nH]c2ccccc12)c1ccccc1,2,17,.,5,-4,-5,.
CCCc1[nH]nc2c1C(c1ccccc1OCC)C(C#N)=C(N)O2 (stereo not drawn),0,-8,-13,.,.,.,.
COc1ccc(CCNCC(O)Cn2c3ccccc3c3ccccc32)cc1OC (stereo not drawn),-10,-6,-7,-5,2,?,3
O=C(CSc1nnc(-c2ccncc2)o1)Nc1cc(F)ccc1F,7,32,-9,-6,3,-24,2
SMILES,Statin myotox sup,esBAF inh,FN deposition inh,S100A4 inh HTS,Casp6 inh,LGR2 antag,SIRT5 inh
Cc1ccc(C)c(Cn2nc3c4ccccc4n(Cc4ccccc4)cc-3c2=O)c1,7,4,6,0,.,8,-3
CCCCn1c(=N)n(CC(=O)c2ccc(Br)s2)c2ccccc21,-23,0,0,-4,3,36,-5
CCCOP(=O)(c1ccc(N(C)C)cc1)C(O)c1ccc(Cl)cc1 (stereo not drawn),5,6,1,2,-1,1,-5
CCOc1cc(/C=N/Nc2cc(C)nc(-n3nc(C)cc3C)n2)ccc1O,-22,-1,-25,-8,2,5,-4
COc1ccc(NC(=O)CCCSc2ccccc2)cc1S(N)(=O)=O,-1,-1,-2,-3,-2,15,-14
COc1ccc(C(=O)NC2CCN(CC(=O)NCc3ccccc3F)CC2)cc1,1,4,4,1,.,1,1
COCC#Cc1cnc2c(c1)C(=O)N([C@@H](C)CO)C[C@@H](C)[C@H](CN(C)Cc1ccc(F)cc1)O2,14,-3,1,46,-3,-11,-9
Clc1ccc(-c2ccc(CN3CCCCC3)o2)cc1,1,11,1,0,-8,-28,0
Cc1ccccc1-c1noc(-c2ccccc2F)n1,-2,67*,.,2,-2,-47,-2
N#CC(c1ccccc1)c1ccc(=O)[nH]n1 (stereo not drawn),.,.,.,1,-3,-3,-2
CSc1ccc(CNC(=O)C2Cc3cc(S(=O)(=O)N4CCCC4)ccc3N2C(C)=O)cc1 (stereo not drawn),4,4,-14,-7,1,14,1
Oc1ccc(-c2nnc(-c3ccc(O)cc3)nn2)cc1,-9,13,8,.,.,.,.
O=C(Nc1ccccc1)Nc1ccc2c(c1)[C@H]1C[C@@H](CC(=O)N3CCOCC3)O[C@H](CO)[C@H]1O2,0,0,-7,.,.,9,.
O=C(C=C(O)c1ccc(Cl)cc1)C(=O)NNC(=O)C(O)(c1ccccc1)c1ccccc1,.,.,.,-5,8,-4,5
C[C@@H]1CN([C@H](C)CO)C(=O)c2cc(C#Cc3ccccc3F)cnc2O[C@H]1CN(C)C(=O)C1CC1,10,4,.,8,2,15,1
CCc1cccc(C)c1NC(=O)C1CCCN(S(C)(=O)=O)C1 (stereo not drawn),-2,-7,9,14,3,12,-2
Cc1ccc(S(=O)(=O)N(C)C)cc1NC(=O)c1ccccc1SCC(=O)N1CCCC1,2,14,-1,0,-167,-16,-4
COc1ccc2c3c([nH]c2c1)[C@@H](CO)NCC31CN(Cc2cc(F)ccc2F)C1,.,.,-8,-16,2,10,3
CC(=O)c1cccc(NC(=S)Nc2ccn(Cc3cccc4ccccc34)n2)c1,.,.,9,6,-6,-18,3
C=Cc1ccc(Cn2c(C)c(C(=O)NCc3ccc(Cl)c(Cl)c3)sc2=O)cc1,22,9,2,-1,0,12,.
COc1ccc(-c2cc(C(=O)N3CCN(c4ccccn4)CC3)c3ccccc3n2)cc1,-7,?,-4,.,.,-17,.
Cc1ccc(S(=O)(=O)c2nc(-c3ccccc3Cl)oc2NCCCN2CCOCC2)cc1,-5,-9,9,-3,-5,-9,0
Cc1c(C(=O)N(C)Cc2nc3ccccc3c(=O)[nH]2)oc2ccccc12,-14,-6,-14,-1,2,9,-2
COc1cccc(S(=O)(=O)N2CC[C@H]3[C@@H](CO)N(C)c4ccc(C#Cc5ccc(F)cc5)cc4[C@H]32)c1,9,-5,17,-33,-1,20,4
Cn1c(=N)n(CC(O)c2cccs2)c2ccccc21 (stereo not drawn),8,2,.,0,-3,-24,1

# The list is partial; count on the stated rates, not on these rows.
